DYRK1A inh: rat Dyrk1A kinase inhibitors, primary screen, biochemical, single point, plate reader. inhibition, % at 12.5 µM. 310,000 tested, 0.43% active. ADP-Glo luminescence, NFATc1 peptide. Dual specificity tyrosine-phosphorylation-regulated kinase 1A (Rattus norvegicus), Q63470; in the data active = inhibition above about 50%;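 note: plate controls were vehicle with enzyme for no effect and no enzyme for full effect; many of its hits are not listed in these tables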
ANO1 activ: TMEM16A chloride channel activators or potentiators, primary screen, cell-based, HTS | B-score at 10 µM | HEK293 TMEM16A/YFP-H148Q/I152L, iodide quench fluorescence; stronger effect = lower value | Anoctamin-1 (Mus musculus), Q8BHY3 | 340,000 tested, 0.3% active;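 active = fluorescence-ratio B-score plate-corrected deviation score at least 3 library SD below zero, with starting fluorescence score within 5 deviations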;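 note: channel opened by trigger with iodide after compound preincubation; score built on the fluorescence ratio of max minus min over baseline; more negative score means more quench and so TMEM16A activation or potentiation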
Target sequence (Q8BHY3 whole entry, looked up): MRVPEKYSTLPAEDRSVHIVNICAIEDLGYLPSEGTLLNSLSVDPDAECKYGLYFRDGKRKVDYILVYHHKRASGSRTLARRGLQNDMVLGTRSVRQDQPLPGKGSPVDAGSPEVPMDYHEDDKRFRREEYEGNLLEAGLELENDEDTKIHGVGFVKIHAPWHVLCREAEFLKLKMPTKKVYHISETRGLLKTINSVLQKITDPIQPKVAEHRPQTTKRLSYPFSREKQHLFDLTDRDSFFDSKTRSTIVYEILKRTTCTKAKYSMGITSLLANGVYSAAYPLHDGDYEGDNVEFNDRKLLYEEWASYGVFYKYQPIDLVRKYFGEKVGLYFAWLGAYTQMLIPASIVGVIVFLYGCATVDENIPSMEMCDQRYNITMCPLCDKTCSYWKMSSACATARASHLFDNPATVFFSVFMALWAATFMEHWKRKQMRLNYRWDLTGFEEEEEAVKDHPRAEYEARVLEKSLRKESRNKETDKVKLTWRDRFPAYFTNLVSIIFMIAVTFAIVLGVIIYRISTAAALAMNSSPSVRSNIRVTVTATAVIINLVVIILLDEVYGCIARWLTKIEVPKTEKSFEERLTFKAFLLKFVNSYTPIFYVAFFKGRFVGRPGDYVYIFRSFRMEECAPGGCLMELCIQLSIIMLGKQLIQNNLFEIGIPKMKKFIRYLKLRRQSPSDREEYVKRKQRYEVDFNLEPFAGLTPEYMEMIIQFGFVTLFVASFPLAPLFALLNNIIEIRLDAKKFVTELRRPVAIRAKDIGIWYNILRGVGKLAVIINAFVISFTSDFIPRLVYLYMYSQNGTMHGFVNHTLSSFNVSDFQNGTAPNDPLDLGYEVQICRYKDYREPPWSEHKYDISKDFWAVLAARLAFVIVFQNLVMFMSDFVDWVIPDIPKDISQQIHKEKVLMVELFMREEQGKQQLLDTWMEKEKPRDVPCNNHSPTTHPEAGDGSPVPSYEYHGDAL
TRPC4 agonist: activators of mouse TRPC4 channel, primary screen, Fluo4 calcium, HEK293 TRPC4beta/mu-opioid cells | B-score at 10 µM | AID 2237, 2010 | Short transient receptor potential channel 4 (Mus musculus), Q9QUQ5 | Fluo4 calcium fluorescence; stronger effect = higher value | 310,000 tested, 0.49% active;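 active = B-score above 5 SD of library B-scores, and initial fluorescence ratio not above library mean plus 5 SD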;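 note: positive B-score marks a calcium rise read as TRPC4 activation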
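Material: TRPC4beta and mu-opioid receptor HEK293 stable cells | Incubation: 45 min room-temperature Fluo4 loading, 110 s read | Detection: Kinetic Fluo4 calcium fluorescence | Measure: Integrated baseline-normalised fluorescence ratio, converted to per-well B score | Benchmarks: Low control buffer alone, high control maximal DAMGO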
TRPC4 PAM: positive allosteric modulators of TRPC4, primary screen, cell-based, mouse TRPC4beta, HEK293 mu-opioid, Fluo-4 calcium | Short transient receptor potential channel 4 (Mus musculus), Q9QUQ5 | DAMGO EC20, Fluo-4 Ca2+ flux; stronger effect = higher value | B-score at 10 µM | 310,000 tested, 0.42% active | AID 2227, 2009;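 active = B-score of calcium response area above 5 SD of library B-scores, with initial fluorescence ratio within 5 SD of library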;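 note: B-score of integrated fluorescence ratio over time as area under calcium response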
KCNQ1 inh: inhibitors of human KCNQ1 channel, primary screen, cell-based, thallium flux, high-throughput; Potassium voltage-gated channel subfamily KQT member 1 (Homo sapiens), P51787; CHO-K1 KCNQ1, FluxOR thallium flux fluorescence; stronger effect = higher value; B-score at 10 µM; 310,000 tested, 1.3% active; AID 2642, 2010;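 active = compounds whose thallium flux B-score, printed positive for inhibition, exceeds three library SD while starting fluorescence stays within three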;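 note: channel opened by potassium depolarization with thallium stimulus after 20 min compound exposure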
KCNQ1 act: potentiators or activators of KCNQ1 channel, primary screen, cell-based, thallium flux, high-throughput; Potassium voltage-gated channel subfamily KQT member 1 (Homo sapiens), P51787; CHO-K1 KCNQ1, thallium flux FluxOR fluorescence; stronger effect = higher value; B-score at 10 µM; 310,000 tested, 0.35% active; AID 2648, 2010;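 active = fluorescence ratio B-score, a plate-corrected score, at least three library SD, with initial intensity B-score within 5 SD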
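assay system = CHO-K1 cells stably expressing KCNQ1 | medium = assay buffer, equal DMSO in all wells | timing = 37 °C overnight plating, 90-min dark dye load, 20-min compound pretreatment | measured by = kinetic FluxOR thallium fluorescence, 10-s 1-Hz baseline, 110-s post-stimulus read | measure = fluorescence change relative to baseline, converted to B score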
KCNK3 block: human KCNK3 channel inhibitors, primary screen, CHO cells, FluxOR thallium flux, B-score. Potassium channel subfamily K member 3 (Homo sapiens), O14649. FluxOR fluorescence; stronger effect = lower value. B-score at 10 µM. 340,000 tested, 0.84% active. AID 602410, 2012;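 active = B-score under library mean minus 4 SD, starting fluorescence ratio at most library mean plus 5 SD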;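 note: more negative B-score means stronger inhibition of thallium flux through KCNK3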
hERG rescue: hERG rescue from dofetilide block, primary screen, cell-based, CHO-hERG, FluxOR thallium flux, dofetilide IC70 | Voltage-gated inwardly rectifying potassium channel KCNH2 (Homo sapiens), Q12809 | dofetilide IC70 present | activation (rescue from dofetilide block), less the hit threshold, % at 10 µM | 310,000 tested, 0.51% active | AID 1511, 2009;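 active = activation above the mean of controls blocked by dofetilide plus 5 SD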;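 note: thallium influx through hERG after potassium depolarization seen as dye fluorescence rise; in these data hits start at about 4.7%; inactives centre near -7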
KCNK9 inh: KCNK9 potassium channel inhibitors, primary screen, HEK293 cells, thallium flux. Potassium channel subfamily K member 9 (Homo sapiens), Q9NPC2. FluxOR thallium flux fluorescence; stronger effect = lower value. B-score at 10 µM. 310,000 tested, 1.2% active. AID 488922, 2010;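 active = ratio B-score over 3 SD below the library mean, with starting fluorescence within 5 SD of its mean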;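 note: negative B-score means less thallium flux so channel inhibition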
HDAC3 inhib: HDAC3 deacetylase inhibitors, primary screen, biochemical, fluorescence, cell-free homogeneous | Histone deacetylase 3 (Homo sapiens), O15379 | recombinant HDAC3, fluorogenic peptide/trypsin coupled | inhibition, % at 8.3 µM | 320,000 tested, 0.15% active; in the data active = inhibition above about 26%, passing the limit was not always enough
ANO1 block: TMEM16A chloride channel inhibitors, primary screen, cell-based, HTS. normalized B-score (activity score, 25-100; higher = stronger inhibition) at 10 µM. AID 588511, 2011. Anoctamin-1 (Mus musculus), Q8BHY3. HEK293 TMEM16A/YFP iodide influx fluorescence, ionomycin. 310,000 tested, 1.2% active;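 active = ratio plate-corrected score three or more library SD toward inhibition, starting fluorescence score within five deviations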;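 note: score derived from kinetic fluorescence span divided by baseline fluorescence per well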
An asterisk follows results filed as active; i = inactive; . = not tested or not shown. A portion of the library; the hit share may differ from the screen's.

Start of the data: the first four compounds as a preview:
SMILES	DYRK1A inh	ANO1 activ	TRPC4 agonist	TRPC4 PAM	KCNQ1 inh	KCNQ1 act	KCNK3 block	hERG rescue	KCNK9 inh	HDAC3 inhib	ANO1 block
Cc1csc2c(N3CCN(C(=S)Nc4ccc(F)cc4F)CC3)ncnc12	5	i	124*	i	i	i	i	-14	i	3	i
CCOC(=O)C1CCCN(CCC(=O)Nc2cc(C)ccc2C)C1 (centres undefined)	-6	i	i	i	i	i	i	-6	i	1	i
COc1ccc2c(c1)c(-c1csc(N)n1)c(C)n2C	.	i	i	i	i	i	i	-1	i	9	i
CNC(=S)NNC(=O)c1cccs1	5	i	i	i	i	i	i	-7	i	-5	i

Main list, from the first entry:
SMILES	DYRK1A inh	ANO1 activ	TRPC4 agonist	TRPC4 PAM	KCNQ1 inh	KCNQ1 act	KCNK3 block	hERG rescue	KCNK9 inh	HDAC3 inhib	ANO1 block
Cc1csc2c(N3CCN(C(=S)Nc4ccc(F)cc4F)CC3)ncnc12	5	i	124*	i	i	i	i	-14	i	3	i
CCOC(=O)C1CCCN(CCC(=O)Nc2cc(C)ccc2C)C1 (centres undefined)	-6	i	i	i	i	i	i	-6	i	1	i
COc1ccc2c(c1)c(-c1csc(N)n1)c(C)n2C	.	i	i	i	i	i	i	-1	i	9	i
CNC(=S)NNC(=O)c1cccs1	5	i	i	i	i	i	i	-7	i	-5	i
COc1ccc(NS(=O)(=O)c2cc(C(=O)Nc3ccccc3C(=O)O)ccc2C)cc1	.	i	i	i	i	i	i	-8	i	4	i
COc1cccc(NC(=O)N2CCCC2C(=O)Nc2cc(C)ccc2OC)c1 (centres undefined)	0	i	i	i	i	i	i	-7	i	-1	i
Cc1cccc(C)c1NC(=O)COc1ccc2c(C)c(Cc3ccccc3)c(=O)oc2c1C	0	i	i	i	i	i	i	-2	i	5	i
O=C(COC(=O)c1cnccn1)NC(=O)c1ccccc1	1	i	i	i	i	i	i	-14	i	-2	i
Cc1cccc(NC(=O)CNC(=O)N2CC(=O)Nc3ccccc32)c1C	.	i	i	i	i	i	i	-6	i	-1	i
COc1ccc(/C=C/C(=O)O)cc1S(=O)(=O)NCc1cccnc1	-1	i	i	i	i	i	i	-9	i	-1	i
Oc1c(CN2CCOCC2)cc(COCc2ccccc2)c2cccnc12	-5	i	i	i	i	i	i	-3	i	12	i
CCOC(=O)/C(=N\Nc1ccccc1Cl)N(C)C1CCS(=O)(=O)C1 (centres undefined)	2	i	i	i	i	i	i	-8	i	2	i
CCOc1cc(-c2cc(-c3ccc(N)cc3)nc(N)c2C#N)ccc1O	-6	i	i	i	i	i	i	-12	i	-36	i
COc1ccccc1C(=O)Nc1nc2cc3c(cc2s1)OCO3	-3	i	i	i	i	i	i	-8	i	.	i
COc1ccc(CCNC(=O)CNC(=O)Cn2cnc3sc(C)c(C)c3c2=O)cc1OC	0	i	i	i	i	i	i	-6	i	0	i
COC(=O)C1=C(C)N(CCCC(=O)O)C(=O)NC1c1ccc([N+](=O)[O-])cc1 (centres undefined)	-1	i	i	i	i	i	i	-4	i	-5	i
COc1ccccc1/C=C1\SC(=S)N(NS(=O)(=O)c2ccc(C)cc2)C1=O	2	i	i	i	i	i	i	0	i	3	i
CCN(CC)Cc1c(C(=O)N/N=C(\C)c2ccncc2)nnn1-c1nonc1N	0	i	i	i	i	i	i	-3	i	3	i
Cc1onc(-c2ccccc2Cl)c1C(=O)NCC1CCCO1 (centres undefined)	0	i	i	i	i	i	i	0	i	1	i
O=C(NNc1cc(N2CCOCC2)nc(N2CCOCC2)n1)c1ccc(Cl)c(Cl)c1	2	i	i	i	i	i	i	-5	i	-7	i
CC(C)Oc1ccccc1C1CC(=O)Nc2cc3c(cc21)OCCO3 (centres undefined)	2	i	i	82*	i	i	i	-4	i	2	i
Cc1nnc(SCC(=O)Nc2cc(S(C)(=O)=O)ccc2Cl)n1Cc1ccccc1	-7	i	i	i	i	i	i	-10	i	-3	i
COc1ccc(-c2csc(NC(=O)Nc3ccccc3)n2)cc1	2	i	i	i	i	i	i	-6	i	18	i
CCCCn1c(N)c(N(CC(C)C)C(=O)C2CCN(C(=O)c3ccc(Cl)cc3)CC2)c(=O)[nH]c1=O	0	i	i	i	i	i	i	-4	i	-1	i
Cc1cccc(OCCCC(=O)Nc2ccc3c(c2)OCO3)c1	-2	i	i	i	i	i	i	-10	i	6	i
Going on with the list:
SMILES	DYRK1A inh	ANO1 activ	TRPC4 agonist	TRPC4 PAM	KCNQ1 inh	KCNQ1 act	KCNK3 block	hERG rescue	KCNK9 inh	HDAC3 inhib	ANO1 block
C/C(=N\NC(=S)Nc1ccc(C)cc1)c1cc2ccccc2o1	20	i	i	i	i	28*	i	-1	i	7	i
COC(=O)c1[nH]c2ccccc2c1NC(=O)CN1CC(C)OC(C)C1 (centres undefined)	3	i	i	i	i	i	i	-4	i	1	i
O=C(/C=C/c1ccccc1Cl)Nc1cccc(S(=O)(=O)NC2=NCCCCC2)c1	7	i	i	i	i	i	i	-9	i	8	i
CC(=O)NC(CCS(C)(=O)=O)C(=O)Nc1cccc(C(C)=O)c1 (centres undefined)	-8	i	i	i	i	i	i	-5	i	2	i
Cc1cccc(CN2CCN(CC(=O)NCc3cccs3)C2=O)c1	-1	i	i	i	i	i	i	-9	i	-5	i
CCc1nnc(NC(=O)c2nc3nc(C)cc(C)n3n2)s1	2	i	i	i	i	i	i	-8	i	12	i
CCOc1ccc(N(CC(=O)NCc2ccco2)S(C)(=O)=O)cc1	3	i	i	i	i	i	i	-8	i	-5	i
COC(=O)c1c(-c2ccccc2Cl)noc1/C=C/N(C)C	-4	i	i	i	i	i	i	-5	i	0	i
O=C(CCc1ccccc1)NNC(=S)NCc1ccc(Cl)cc1	-3	i	i	i	i	i	i	-12	i	10	i
COc1ccc(C)cc1NC(=O)c1cc2c(CO)cnc(C)c2oc1=N	-9	i	i	i	i	i	i	-2	i	1	i
CN1C(N)=NC(=O)/C1=C/c1ccccc1F	6	i	i	i	i	i	i	-8	i	10	i
COC(=O)c1ccc(-c2ccc(Cl)cc2)nc1C	-5	i	i	i	i	i	i	-2	i	1	i
CCCCn1c(SCC(=O)N2CCCC2)nc2c1c(=O)n(C)c(=O)n2C	-1	i	i	i	i	i	i	-6	i	-3	i
CCN(CC)CCOC(=O)c1ccc(N/C=C(/C#N)c2nc(-c3cc4ccccc4oc3=O)cs2)cc1	-1	i	i	i	i	i	i	-4	i	22	i
COc1ccc(NC(=O)CN(C)C(=O)CSCC(=O)Nc2ccc(C)cc2)cc1	.	i	i	i	i	i	i	-6	i	-17	i
CCCCC(CC)C(=O)Nc1ccc(C#N)cc1 (centres undefined)	-5	i	i	i	i	i	i	-2	i	1	i
CCCC(=O)Nc1cc(C)c(NC(=O)Cc2ccccc2)cn1	.	.	i	i	i	i	.	0	i	0	i
COc1ccc2c(c1)c(C(=O)CN1CCc3ccccc3C1)c(C)n2C	.	i	i	i	i	i	i	-16	i	5	i
O=C(Cn1cnnn1)Nc1cccc(S(=O)(=O)N2CCCCC2)c1	1	i	i	i	i	i	i	-3	i	-2	i
COc1ccc(OC)c(NC(=O)CN2C(=O)COc3ccc(S(=O)(=O)N4CCCC4)cc32)c1	1	i	i	i	i	i	-10*	-6	i	-5	i
COc1ccc(C2Nc3ccc(Br)cc3C(c3ccccc3)N2CC(=O)O)cc1 (centres undefined)	6	i	i	i	i	i	i	-13	i	0	i
C=CCNC(=O)CSc1nnc(-c2ccccc2Cl)n1-c1c(C)n(C)n(-c2ccccc2)c1=O	-1	i	i	i	i	i	i	-7	i	7	i
O=C(NCC1CC1)Nc1cccs1	.	i	i	i	i	i	i	-5	i	2	i
Cc1cc(OCC(=O)N(Cc2ccco2)C2CCS(=O)(=O)C2)cc(C)c1Cl (centres undefined)	.	i	i	i	i	i	i	-11	i	8	i
c1ccc(-c2csc(Nc3ccc4c(c3)OCCO4)n2)cc1	-2	i	i	i	i	i	i	-2	i	-2	i
Additional structures follow.
SMILES	DYRK1A inh	ANO1 activ	TRPC4 agonist	TRPC4 PAM	KCNQ1 inh	KCNQ1 act	KCNK3 block	hERG rescue	KCNK9 inh	HDAC3 inhib	ANO1 block
CCOc1nc(NCCO)nc(Nc2ccc([N+](=O)[O-])cc2)n1	-2	i	i	i	i	i	i	-7	i	5	i
Cc1ccc(S(=O)(=O)N2CCOCC2)cc1NC(=O)COC(=O)CNC(=O)c1ccc(Cl)cc1Cl	0	i	i	i	i	i	-10*	-3	i	2	i
CNC(=S)NNC(=O)c1cccn(Cc2ccccc2)c1=O	-5	i	i	i	i	i	i	-12	i	-4	i
O=C(O)/C=C/C(=O)Nc1nccs1	4	i	i	i	i	i	i	-6	i	1	i
Cc1nnc2n1N=C(c1ccccc1)CS2	-1	i	i	i	i	i	i	-9	i	-13	i
CCn1c(SCc2c(Cl)cccc2Cl)nnc1-c1nn(-c2ccccc2)ccc1=O	-1	i	i	i	i	i	i	-12	i	13	i
CC(C)(C)C(=O)Cn1ncc(N2CCCC2)c(Br)c1=O	-1	i	i	i	i	i	i	-8	i	7	i
CC(/C=N/NC(=O)c1cc(-c2cccs2)[nH]n1)=C\c1ccccc1	-2	i	i	i	i	i	i	-4	i	0	i
O=C(C1CCCCC1)N1CCN(C(=O)C2CCCCC2)CC1	1	i	i	i	i	i	i	-8	i	-1	i
Cc1cc(OC(=O)c2cccc(C(F)(F)F)c2)c([N+](=O)[O-])c(=O)[nH]1	2	i	i	i	i	i	i	-4	i	6	i
COc1ccc(CNC(=O)CN(C)Cc2ccc(SC)cc2)cc1	-3	i	i	i	i	i	i	-6	i	2	i
CCCOc1ccc(N)cc1N	4	i	i	i	i	i	i	-7	i	4	i

Source: PubChem
